Source: PubChem (Broad Institute)
PGC1a acetyl inh = modulators of PGC1a acetylation; inhibition, % at 15.6 µM; U2OS PGC1a acetylation, AlphaScreen anti-acetyl-lysine; with virally co-expressed GCN5 acetyltransferase; 350,000 tested, 0.17% active;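 active means every replicate shows inhibition of at least 40%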;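 further: 0% = neutral control wells and 100% = positive control wells; some results beyond the cut were filed as inactive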
FN deposit inh = fibronectin deposition inhibition; 350,000 tested, 0.086% active; AID 743247; AH1F fibroblasts, Alexa488-fibronectin deposition fluorescence, overnight; inhibition, % at 12.6 µM;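 active means mean inhibition across replicates of 30% or more, regardless of how many single replicates reach that level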;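 further: positive control wells lacked labelled fibronectin entirely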
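Assay system: AH1F fibroblasts assembling fluorescent fibronectin matrix; Amount: 10000 AH1F cells per well; Buffer or medium: DMEM, 2% serum; Probe or stimulus: Alexa488-fibronectin, 24 nM final in well; Doses: single compound dose, delivered by pin transfer; Incubation: 1 h adhesion, overnight exposure; Measured by: fluorescence 485/525 nm; Read-out: fibronectin deposition inhibition.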
EWS-Fli inh = blocks EWS/Fli oncoprotein-driven transcription | A673 NR0B1-luciferase reporter, viability-normalised | inhibition, % at 12.6 µM | 350,000 tested, 0.67% active | AID 651661;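 active means mean inhibition of at least 50% after viability correction, with every replicate also passing that limit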;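 further: firefly luciferase signal divided by Alamar Blue viability fluorescence both relative to DMSO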
PAX8 reporter = inhibitors of PAX8 transcriptional activity in RMG-I cells. RMG-I TPO-luciferase reporter, SteadyGlo, 24 h. inhibition, % at 12.6 µM. 360,000 tested, 1.2% active. AID 652154;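 active means mean replicate inhibition at least 60% with every replicate also reaching 60%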;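 further: luciferase light reporting Pax8 driven TPO promoter activity; plate controls were median of neutral control wells for no effect and mitoxantrone controls for full effect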
Cneo AK release = causes C. neoformans cell lysis. adenylate kinase release luminescence, 4 h; normalised: neutral wells 0, clomiphene wells 100. lysis activity, % at 15 µM. 360,000 tested, 0.2% active. AID 651654;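 active means mean lysis activity across replicates of at least 80%, whatever share of replicates individually reach that level; inactive means mean lysis activity below 80%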
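Assay system: Cryptococcus neoformans yeast cells / Dosing: single-point compound dose / Timing: 4 h at 37 °C static, read 1 h later / Measured by: luminescence of released adenylate kinase using an AK detection reagent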
Casp6 inh = caspase-6 (human) enzyme inhibition; purified caspase-6, Z-VEID-R110 cleavage fluorescence; inhibition, % at 12.5 µM; 350,000 tested, 0.53% active;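 active means mean inhibition across replicates at least about 35%, with every replicate also reaching that limit, limit read from the data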;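 further: 0% = median of neutral control wells and 100% = no fluorescence left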
Target sequence (P55212 24-179 limits assumed): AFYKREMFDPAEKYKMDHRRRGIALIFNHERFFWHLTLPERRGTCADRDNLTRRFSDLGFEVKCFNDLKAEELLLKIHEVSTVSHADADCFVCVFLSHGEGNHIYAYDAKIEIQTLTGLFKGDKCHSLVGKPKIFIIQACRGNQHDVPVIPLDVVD
Target sequence (P55212 194-293 limits assumed): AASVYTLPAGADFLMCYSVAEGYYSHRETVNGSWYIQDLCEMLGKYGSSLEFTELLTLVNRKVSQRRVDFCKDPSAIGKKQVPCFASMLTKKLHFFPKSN
miR122 inh = inhibitors of miR-122 in Huh7 cells | 340,000 tested, 0.3% active | activation (reporter increase), % at 12.5 µM | Huh7 miR-122 Renilla luciferase sensor, 48 h; neutral wells = 0, positive control = 100;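 active means mean replicate activation score at least 90 and every replicate individually at or above 90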;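 further: higher luciferase means less miR-122 activity so hits act as miR-122 inhibitors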
LGR2 antag = inhibitors of bursicon-induced Drosophila LGR2 receptor cAMP signaling. inhibition, % at 9.99 µM. AID 720647. 380,000 tested, 0.35% active. HEK293 LGR2, CRE-luciferase, bursicon-stimulated, 4 h;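 active means drop in luminescence signal, shown as inhibition above about 50% in the replicate tests, limit read from the data, passing the limit was not always enough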;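 further: agonist challenge used bursicon conditioned medium at about half maximal strength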
Numbers without * were called inactive; nt = no result given; & = joins results of further samples; [ ] = another dose, or the depositor's remark. No enrichment for hits. Share with any hit: about 2.5%.

Results follow in this order: PGC1a acetyl inh	FN deposit inh	EWS-Fli inh	PAX8 reporter	Cneo AK release	Casp6 inh	miR122 inh	LGR2 antag
C[C@H]1CN([C@@H](C)CO)C(=O)Cc2cc(NC(=O)c3ccncc3)ccc2O[C@@H]1CN(C)S(=O)(=O)c1cccs1
  4	-6	0	nt	-2	0	0[16.7 µM]	-27
CC(C)NC(=O)N(C)C[C@H]1Oc2c(NS(C)(=O)=O)cccc2C(=O)N([C@H](C)CO)C[C@H]1C
  13	5	-7	-21	-3	0	1[16.7 µM]	4
CC(=O)CC1c2cc(F)ccc2C=C(c2ccsc2)N1c1ccc(-c2ccc(C(N)=O)cc2)cc1 (configuration not stated)
  nt	nt	8	0	nt	2	nt	10
O=C(COC(=O)/C=C/c1ccccc1)Nc1cccc(Oc2ccccc2)c1
  nt	-2	-5	6	-1	-4	8	4
Cc1ccc(NC(=O)Cn2cccc2)c(C)c1
  4	1	nt	-6	nt	nt	-2	nt
O=C1N(CN2CCN(Cc3ccccc3)CC2)c2ccccc2C12OCCCO2
  9	-11	3	13	0	-1	-4	4
COc1ccccc1CNC(=O)C1CCC(=O)N(CCCN2CCCC2=O)C1 (configuration not stated)
  6	2	nt	-2	0	3	2	-4
O=C(c1ccc2c(=O)n3c(nc2c1)CCCCC3)N1CCN(c2ccc([N+](=O)[O-])cc2)CC1
  6	2	10	27	2	3	-1	2
CC(C)(C)c1ccc(OCCn2ccccc2=O)cc1
  -11	-7	nt	-210	-15	nt	3	nt
C[C@@H]1CN([C@@H](C)CO)C(=O)c2cc(C#CCN(C)C)cnc2O[C@@H]1CN(C)C(=O)c1cccnc1
  -1	4	-7	nt	1	-18	-1[16.7 µM]	-6
C[C@@H]1CN([C@H](C)CO)C(=O)c2cccc(NS(=O)(=O)c3cccs3)c2O[C@@H]1CN(C)Cc1ccccc1
  -2	nt	-6	-3	-5	1	4[16.7 µM]	4
C=CCNc1oc(-c2cccs2)nc1S(=O)(=O)c1ccccc1
  -1	5	-5	-10	2	1	4	-8
COc1ccc(CNC(=O)C(C)NCc2ccccc2Cl)cc1 (configuration not stated)
  3	-5	2	-10	0	1	-9	-14
CSC1=N/C(=C\c2cccc(Cl)c2)C(=O)N1N(C)C
  4	4	1	18	nt	2	nt	-9
COc1ccc(Cc2nc3ccc(C(=O)N4CCC(N(C)C)C4)cc3o2)cc1 (configuration not stated)
  0	nt	nt	-3	1	-8	-4	4
NS(=O)(=O)c1ccc(NC(=O)COC(=O)c2ccc(Cl)nc2)cc1
  5	-14	11	-5	nt	4	nt	2
CN(C)NC(=S)NC1(C)CCS(=O)(=O)C1 (configuration not stated)
  -5	-7	-1	-1	-3	-2	-24	-5
O=C(O)C[C@H]1CC[C@@H](NC(=O)Nc2cc(F)ccc2F)[C@@H](CO)O1
  6	nt	3	-20	-3	0	nt	19
CN(C)CC(=O)Nc1ccc2c(c1)[C@H]1C[C@@H](CC(=O)NCc3ccccn3)O[C@@H](CO)[C@H]1O2
  -5	nt	-5	-17	-4	3	5[16.7 µM]	-2
CC(Sc1ncccn1)C(=O)NC1CCCC1 (configuration not stated)
  -7	0	4	3	-1	-3	-5	-4

Some of these compounds in order of their number in PGC1a acetyl inh, high to low:
Molecule	PGC1a acetyl inh
C[C@H]1CN([C@@H](C)CO)C(=O)Cc2cc(NC(=O)c3ccncc3)ccc2O[C@@H]1CN(C)S(=O)(=O)c1cccs1	4
C=CCNc1oc(-c2cccs2)nc1S(=O)(=O)c1ccccc1	-1
C[C@@H]1CN([C@H](C)CO)C(=O)c2cccc(NS(=O)(=O)c3cccs3)c2O[C@@H]1CN(C)Cc1ccccc1	-2
CN(C)NC(=S)NC1(C)CCS(=O)(=O)C1 (configuration not stated)	-5

Next section:
Results follow in this order: PGC1a acetyl inh	FN deposit inh	EWS-Fli inh	PAX8 reporter	Cneo AK release	Casp6 inh	miR122 inh	LGR2 antag
COc1ccc(/C=N/Nc2nnc(Cc3ccccc3)c(=O)[nH]2)cc1
  8	-1	-7	-10	1	-1	-3	29
COC(=O)c1cc2ccsc2n1Cc1nc(-c2ccc(Cl)cc2)oc1C
  2	-1	3	-1	-1	0	0	0
O=C(O)C(NS(=O)(=O)c1ccccc1)C(O)c1ccccc1 (configuration not stated)
  21	-3	4	-11	5	-1	-2	18
C[C@H](CO)N1C[C@H](C)[C@@H](CN(C)C(=O)C2CC2)Oc2ncc(-c3ccc(C(=O)N(C)C)cc3)cc2C1=O
  5	2	-9	nt	52	-7	5[16.7 µM]	3
COc1ccc(NC(=O)CSc2nnc(NC(C)=O)s2)c([N+](=O)[O-])c1
  nt	7	-9	-7	nt	-2	nt	23
C[C@H](CO)N1C[C@H](C)[C@H](CN(C)S(C)(=O)=O)Oc2cc(C#CCN(C)C)ccc2S1(=O)=O
  6	nt	0	nt	-3	3	11[16.7 µM]	-8
C[C@H]1CN([C@@H](C)CO)C(=O)c2cccc(NS(C)(=O)=O)c2O[C@@H]1CN(C)S(=O)(=O)c1ccc(F)cc1
  1	nt	0	nt	nt	nt	-6[16.7 µM]	16
CN1c2ccc(C#Cc3ccc(F)cc3)cc2[C@@H]2[C@@H](CCN2C(=O)CN2CCOCC2)[C@H]1CO
  3	6	-1	-17	6	-1	-10[16.7 µM]	-7
Cc1ccc2c(c1)C(=C(C#N)C#N)C(=O)N2CCN1CCOCC1
  -10	1	30	15	nt	-1	nt	15
Cc1c(CN2CCCC(C)C2)c(O)n(CCO)c(=O)c1C#N (configuration not stated)
  nt	-11	0	7	nt	17	nt	-4
COc1ccccc1/C=C1\S/C(=N/NC(=O)c2cccc(Br)c2)NC1=O
  7	4	nt	-11	0	nt	-10	nt
COc1ccc2ccc(OC)c(/C=N/n3cnnc3)c2c1
  -7	4	-9	11	1	0	-8	0
CC1=NCCN1S(=O)(=O)c1ccccc1[N+](=O)[O-]
  -12	-4	0	1	0	-1	-6	5
CCNC(=O)Nc1ccc2c(c1)C(=O)N(C)[C@@H]1CC[C@@H](CC(=O)NCc3cccc(F)c3)O[C@H]1CO2
  -6	nt	-1	9	1	nt	4[16.7 µM]	6
O=C(NC1CCCCC1)C(c1ccc(F)cc1)N(C(=O)c1csnn1)C1CC1 (configuration not stated)
  -12	-3	4	3	3	-2	-2	-10
CC(C)NC(=O)Nc1ccc2c(c1)C(=O)N([C@H](C)CO)C[C@H](C)[C@@H](CN(C)C(=O)c1ccncc1)OCCCC[C@H](C)O2
  0	5	nt	-9	1	1	-1[16.7 µM]	-3
COC(=O)C(C)Oc1ccc(Cc2ncc(C(F)(F)F)cc2Cl)cc1 (configuration not stated)
  nt	-3	4	13	-1	-1	nt	-1
COc1ccccc1C(=O)NCC(=O)N(C)Cc1nc2ccccc2c(=O)[nH]1
  5	9	-4	-11	0	-3	3	4
CCO[C@@H]1OC(C(=O)NC2CC2)=C[C@H](C2CCCCC2)[C@H]1CCCO
  4	-1	0	-1	7	nt	-1	9
CN(C)S(=O)(=O)c1ccc(NC(=O)c2cc(F)c(F)cc2Cl)cc1
  9	nt	nt	nt	0	nt	-4	13
Oc1c(N=Nc2ccc(F)cc2)ccc2ccccc12
  nt	1	4	-41	6	1	nt	7
CCOC(=O)N1CCC(=NNc2nc3ccccc3s2)CC1
  7	1	-76	-106	-4	0	11	-51
O=C(Nc1ccccc1)Nc1ccc(-n2ccc(C(F)(F)F)n2)cc1
  -3	-2	-146	-195	-2	-5	2	-65
O=C(NCc1ccc2c(c1)OCO2)[C@@H]1[C@@H](CO)[C@@H]2Cn3c(cccc3=O)[C@H]1N2Cc1ccncc1
  nt	nt	9	14	0	2	-3[16.7 µM]	-1
COc1ccc(NC(=O)N2CCCc3ccccc32)cc1OC
  -6	nt	-5	15	-4	3	1	-6
CCN(CC(=O)Nc1cccc(F)c1)CC(=O)Nc1ccc2c(c1)OCCO2
  3	nt	-4	4	0	0	-2	2
Cc1sc(NC(=O)CN2CCCC2)nc1-c1ccc2c(c1)CCN2C(=O)c1cccc(F)c1
  -34	-2	-36	9	-1	0	-22	7
CC1=C(C(=O)OCc2ccccc2)C(c2cccc([N+](=O)[O-])c2)NC(=O)N1 (configuration not stated)
  nt	-31	9	-7	-1	-1	0	-5
C[C@@H]1CN([C@@H](C)CO)C(=O)c2cc(/C=C/c3ccccc3)cnc2O[C@@H]1CN(C)C(=O)CN(C)C
  -7	11	-4	nt	-2	0	7[16.7 µM]	-10
Cc1ccccc1-c1ccc([C@@H]2[C@H](CO)N3CCCCN(C(=O)Nc4cccc(F)c4)C[C@@H]23)cc1
  -52	nt	61*	108*	45	-4	-31[16.7 µM]	16
Nn1c(SCc2ccccc2)nnc1-c1ccco1
  -16	-4	-30	-25	0	3	2	2
NS(=O)(=O)c1ccc(NC(=S)NCc2ccco2)cc1
  6	-3	5	10	nt	0	nt	-1
CCCn1cc(S(=O)(=O)CC(=O)Nc2ccc(OC)cc2OC)c2ccccc21
  2	-7	nt	nt	-16	nt	-3	nt
COc1cccc(NC(=S)N(CCCN2CCC(C)CC2)Cc2cccs2)c1
  -9	3	2	-15	-1	-8	nt	-3
C[C@H]1CN([C@@H](C)CO)C(=O)CCCn2nncc2CO[C@H]1CN(C)S(=O)(=O)c1ccc(F)cc1
  -9&-10&-2	-5	-2&-13&-4	-14&-8	2&0&5	0&3&-4	-2	7&-3
CCOc1ccc2ccccc2c1CNc1nnnn1C
  -12	-4	19	3	-1	-1	-6	-28
O=C(CN1CCN(C(=O)c2ccco2)CC1)Nc1ccccc1
  31	6	nt	-21	-2	nt	4	-13
COC(=O)C1C(=O)/C(=C(/C)N2CCCC2)C(=O)CC1(C)C (configuration not stated)
  0	-5	nt	-13	-2	nt	2	nt
CCN(CC)S(=O)(=O)c1ccc(/C=C/C(=O)Nc2cccc(F)c2)cc1
  nt	-2	-27	29	0	5	4	-20
Cc1cc(O)c2c(-c3ccccc3)cc(=O)oc2c1
  -30	-7	nt	-9	1	nt	4	nt
CCC(=O)N1C[C@@H](C)[C@H](OC)CN(C)C(=O)c2ccc(NC(=O)C3CCOCC3)cc2OC[C@H]1C
  -6	-2	-2	-11	40	nt	8[16.7 µM]	7
COc1cccc(CN(C(=O)c2ccccc2Br)C2CCS(=O)(=O)C2)c1 (configuration not stated)
  6	5	-4	11	-1	-2	1	8
CN(CCc1cn[nH]c1)C(=O)CC1C(=O)NCCN1Cc1ccccc1C(F)(F)F (configuration not stated)
  nt	nt	10	3	nt	-1	nt	3
COc1nc(NCc2cccnc2)nc(NC2CCCCC2)n1
  nt	-2	-18	-42	nt	-1	nt	-20
C[C@@H]1CCCCO[C@H](CN(C)C(=O)Nc2ccc(F)cc2)[C@H](C)CN([C@@H](C)CO)C(=O)c2cc(NC(=O)Nc3ccc4c(c3)OCO4)ccc2O1
  3	nt	-58	9	6	4	8[16.7 µM]	18
C=C(C)c1cccc(C(C)(C)NC(=O)NC2CCN(Cc3ccccc3)CC2)c1
  -1	0	14	16	5	-11	-6	-8
COc1ccc(N2CCN(C(=O)C3CC(=O)N(c4ccc(C)cc4)C3)CC2)cc1 (configuration not stated)
  0	-22	0	2	8	-2	-2	-3
C=CCn1c2ccccc2c2nnc(SCC(=O)O)nc21
  5	2	5	12	1	4	-4	16

Rewritten as tab-separated lines: 2 of the compounds above.
compound	PGC1a acetyl inh	FN deposit inh	EWS-Fli inh	PAX8 reporter	Cneo AK release	Casp6 inh	miR122 inh	LGR2 antag
C=C(C)c1cccc(C(C)(C)NC(=O)NC2CCN(Cc3ccccc3)CC2)c1	-1	0	14	16	5	-11	-6	-8
COc1ccc(N2CCN(C(=O)C3CC(=O)N(c4ccc(C)cc4)C3)CC2)cc1 (configuration not stated)	0	-22	0	2	8	-2	-2	-3
